# ASAP1 GAP inh: blocks human ASAP1-stimulated Arf1 GTP hydrolysis; Q9ULH1; GDP FP detection; inhibition, % at 16.5 µM; hit rate 0.19% among 360,000; in the data active means inhibition above about 25%;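 further: 0% = vehicle with enzyme and substrate and 100% = no enzyme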
# SMARCA2 activ: activators of SMARCA2 function | MG213 cells, MMTV-luciferase reporter, dexamethasone, overnight | activation, % at 9.1 µM | hit rate 1% among 370,000; in the data active means activation above about 7.8%;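 further: 0% = vehicle wells and 100% = reference activator wells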
# mABHD4 FP: ABHD4 (mouse) inhibition, primary FP screen; hit rate 0.54% among 370,000; inhibition, % at 8.92 µM; Q8VD66; purified mABHD4, FP-Rh probe fluorescence polarization;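 active means inhibition exceeding the mean over every tested compound plus 3 SD, cut at about 30% in these data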;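 further: 0% = plate median of compound wells and 100% = S159A mutant with DMSO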
# Target sequence (Q8VD66 whole entry, looked up): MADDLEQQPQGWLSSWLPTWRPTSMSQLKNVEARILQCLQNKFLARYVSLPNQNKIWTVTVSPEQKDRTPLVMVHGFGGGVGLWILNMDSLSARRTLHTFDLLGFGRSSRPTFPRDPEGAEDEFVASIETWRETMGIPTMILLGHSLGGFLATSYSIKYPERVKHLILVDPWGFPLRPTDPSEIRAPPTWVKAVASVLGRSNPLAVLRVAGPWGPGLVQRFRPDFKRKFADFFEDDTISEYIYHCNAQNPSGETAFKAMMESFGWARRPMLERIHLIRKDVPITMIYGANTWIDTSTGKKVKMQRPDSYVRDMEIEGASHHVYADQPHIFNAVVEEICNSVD
#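 Doses – 8.92 µM, single dose · Material – wild-type mouse ABHD4 protein · Replication – single well per compound (singlicate) · Measure – percent inhibition of probe binding, normalized to plate controls · Schedule – 45 min compound pre-incubation plus 60 min probe step, 25 °C · Detection – fluorescence polarization with parallel and perpendicular emission, 525/598 nm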
# NR1D1 modulator: modulates human Rev-erb alpha binding to DNA | P20393 | Rev-erbα–FITC-DNA binding, fluorescence polarization, 90 min | activity, % at 10 µM | hit rate 0.79% among 370,000 | AID 1259318;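 active means activity above about 14%, limit read from the data; passing the limit was not always enough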;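 further: 0% = DMSO wells with 35 nM protein and 100% = DMSO wells with 750 nM protein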
# rCAG RNA binder: r(CAG) repeat RNA binding | inhibition, % at 3 µM | hit rate 1.3% among 370,000 | TO-PRO-1 dye displacement fluorescence;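 active means inhibition above the plate cutoff, the mean of all test compounds on that plate plus 3 SD, cut at about 35% in these data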;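 further: 0% = DMSO alone and 100% = 100 µM mitoxantrone as full dye displacement; higher means more dye released from RNA so lower well fluorescence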
# HTRA1 inh: inhibitors of human serine peptidase HTRA1; hit rate 0.5% among 340,000; inhibition, % at 5.96 µM; recombinant HTRA1, FP-rhodamine activity-based probe, fluorescence polarization; Q92743; in the data active means inhibition above about 36%;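 further: 0% = enzyme with DMSO and 100% = wells lacking enzyme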
# Target sequence (Q92743 whole entry, looked up): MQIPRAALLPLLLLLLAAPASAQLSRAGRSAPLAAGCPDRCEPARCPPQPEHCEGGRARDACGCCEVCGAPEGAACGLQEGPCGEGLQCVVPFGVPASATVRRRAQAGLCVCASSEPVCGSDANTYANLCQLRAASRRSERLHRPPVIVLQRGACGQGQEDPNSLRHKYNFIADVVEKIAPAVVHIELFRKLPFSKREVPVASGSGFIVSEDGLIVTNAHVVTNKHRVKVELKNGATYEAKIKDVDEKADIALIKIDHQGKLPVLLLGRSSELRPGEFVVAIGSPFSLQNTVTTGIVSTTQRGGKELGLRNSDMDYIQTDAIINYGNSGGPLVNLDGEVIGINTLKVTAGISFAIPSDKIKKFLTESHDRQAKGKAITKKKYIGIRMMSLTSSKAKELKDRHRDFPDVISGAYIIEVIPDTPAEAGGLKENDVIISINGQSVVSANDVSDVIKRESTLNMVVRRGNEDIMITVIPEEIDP
# NPR2 activator: GC-B (human) receptor activation; activation, % at 10 µM; HEK293-GC-B cells, CNP EC30, cGMP TR-FRET; 0% at EC30 CNP, 100% saturating CNP; P20594; AID 1920062; hit rate 0.11% among 370,000;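 active means activation at 10 µM reaching about 35% in either raw or pattern-adjusted values, limit read from the data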
# PG9 binder: small molecules binding HIV-1 gp120 antibody PG9 | inhibition, % at 6.7 µM | hit rate 0.43% among 360,000 | TR-FRET gp120-PG9 antibody binding | AID 624416; in the data active means inhibition above about 8.5%
# ARFGAP1 inh: inhibits rat ARF GTPase activating protein 1 | inhibition, % at 16.5 µM | Q62848 | hit rate 0.26% among 360,000 | Arfgap1-stimulated ARF1 GTP hydrolysis, GDP FP detection;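 active means inhibition above a per-plate limit, mean inhibition of low control wells plus 3 SD, cut at about 25% in these data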;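 further: 0% = DMSO wells with enzyme and 100% = wells lacking Arfgap1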
# Target sequence (Q62848 1-136 limits assumed): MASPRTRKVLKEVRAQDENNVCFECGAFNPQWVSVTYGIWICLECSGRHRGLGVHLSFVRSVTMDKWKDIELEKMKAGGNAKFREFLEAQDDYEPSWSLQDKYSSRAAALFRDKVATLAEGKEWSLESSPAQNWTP
#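 Material: rat Arfgap1 GAP domain (His6, aa 1-136), purified enzyme. Also added: human ARF1(Δ1-17)-GTP substrate. Compound dosing: 16.5 µM single point, 1.26% DMSO. Timing: enzyme reaction 120 min at 25 °C after 20 min preincubation. Signal: GDP detection by fluorescence polarization. Read-out basis: percent inhibition of GAP-stimulated GDP formation, scaled between DMSO and no-Arfgap1 medians.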
# GC-A act: GC-A (human) enzyme activation | P16066 | AID 1671463 | hit rate 0.14% among 370,000 | activation, % at 10 µM | HEK293 GC-A cells, cGMP TR-FRET, EC30 ANP; 0% at EC30 ANP, 100% saturating ANP; in the data active means activation above about 40%
# Numbers without * were called inactive; . = no result given.
SMILES,ASAP1 GAP inh,SMARCA2 activ,mABHD4 FP,NR1D1 modulator,rCAG RNA binder,HTRA1 inh,NPR2 activator,PG9 binder,ARFGAP1 inh,GC-A act
CCN(C(=O)CN1CCN(c2ccc(O)cc2)CC1)c1c(N)n(Cc2ccccc2)c(=O)[nH]c1=O,-5,-1,17,5,7,3,6,2.0,-10,2
N=C(N)SCc1ccc(O)c([N+](=O)[O-])c1,-6,-1,-1,-5,-4,2,4,1.3,-8,1
O=C(NC(c1ccc(Cl)cc1)c1cnccn1)C1CCN(Cc2ccc(Oc3ccccc3)cc2)CC1 (configuration not stated),8,-7,6,2,3,.,-1,-1.6,3,-1
CC(=O)c1csc(-c2cccc(-c3nc4ccc(Cl)cn4c3NC3CCCCC3)c2)c1,6,1,4,10,3,-5,56*,-0.7,8,51*
COc1cccc(NC(=O)CSC2=C(C#N)C(c3ccco3)C3=C(CCCC3=O)N2)c1 (configuration not stated),-4,-3,-2,-4,3,-4,-7,-1.1,7,-3
N#Cc1nc(COc2ccc(Cl)cc2Cl)oc1N1CCOCC1,-2,4,-1,0,-1,0,-2,-2.6,-9,16
CCOC(=O)c1c(C)[nH]c(C(=O)OCC(=O)Nc2cc(C)c(Cl)cc2OC)c1C,2,-2,-11,1,3,-3,-8,1.8,-2,2
CCN(CC)S(=O)(=O)c1ccc(C(=O)Nc2nnc(CSC)o2)cc1,12,1,-5,1,3,3,-8,1.5,5,-2
Cc1ccc(N2C(=O)N(CC(=O)Nc3ccc(C)cc3C)C(=O)C2C)cc1 (configuration not stated),17,3,-4,3,-7,4,3,-1.1,4,-2
CCOCC(=O)Nc1ccc(-c2cn3cccnc3n2)cc1,-18,-2,-1,-8,1,6,1,1.1,11,0
Cc1cc(C)c(C)c(OCC(=O)N2CCOCC2)c1,-6,-1,-4,2,-2,3,3,1.4,-5,2
Cc1cc(N=Cc2c(O)n(-c3cccc(Cl)c3)c(=O)c3ccccc23)no1,4,-1,1,9,4,-23,3,1.9,4,-2
CC1=C(C(=O)N2CCCC(N3CCN(c4cccc(Cl)c4)CC3)C2)OCCO1 (configuration not stated),-5,5,-2,-5,-7,-2,1,-1.3,11,4
COc1ccc(Cc2nnc(N/N=C/c3ccc(N(C)C)cc3)[nH]c2=O)cc1OC,3,0,-5,-9,14,10,-2,-8.5,-3,-3
O=[N+]([O-])c1ccccc1NS(=O)(=O)c1ccccc1,0,-2,-6,4,1,4,4,2.5,-5,-2

# Part of the list above, set out differently:
molecule	ASAP1 GAP inh	SMARCA2 activ	mABHD4 FP	NR1D1 modulator	rCAG RNA binder	HTRA1 inh	NPR2 activator	PG9 binder	ARFGAP1 inh	GC-A act
CCN(C(=O)CN1CCN(c2ccc(O)cc2)CC1)c1c(N)n(Cc2ccccc2)c(=O)[nH]c1=O	-5	-1	17	5	7	3	6	2.0	-10	2
N=C(N)SCc1ccc(O)c([N+](=O)[O-])c1	-6	-1	-1	-5	-4	2	4	1.3	-8	1
O=C(NC(c1ccc(Cl)cc1)c1cnccn1)C1CCN(Cc2ccc(Oc3ccccc3)cc2)CC1 (configuration not stated)	8	-7	6	2	3	.	-1	-1.6	3	-1
CC(=O)c1csc(-c2cccc(-c3nc4ccc(Cl)cn4c3NC3CCCCC3)c2)c1	6	1	4	10	3	-5	56*	-0.7	8	51*
COc1cccc(NC(=O)CSC2=C(C#N)C(c3ccco3)C3=C(CCCC3=O)N2)c1 (configuration not stated)	-4	-3	-2	-4	3	-4	-7	-1.1	7	-3
N#Cc1nc(COc2ccc(Cl)cc2Cl)oc1N1CCOCC1	-2	4	-1	0	-1	0	-2	-2.6	-9	16
CCOC(=O)c1c(C)[nH]c(C(=O)OCC(=O)Nc2cc(C)c(Cl)cc2OC)c1C	2	-2	-11	1	3	-3	-8	1.8	-2	2
CCN(CC)S(=O)(=O)c1ccc(C(=O)Nc2nnc(CSC)o2)cc1	12	1	-5	1	3	3	-8	1.5	5	-2
Cc1ccc(N2C(=O)N(CC(=O)Nc3ccc(C)cc3C)C(=O)C2C)cc1 (configuration not stated)	17	3	-4	3	-7	4	3	-1.1	4	-2
CCOCC(=O)Nc1ccc(-c2cn3cccnc3n2)cc1	-18	-2	-1	-8	1	6	1	1.1	11	0
Cc1cc(C)c(C)c(OCC(=O)N2CCOCC2)c1	-6	-1	-4	2	-2	3	3	1.4	-5	2
Cc1cc(N=Cc2c(O)n(-c3cccc(Cl)c3)c(=O)c3ccccc23)no1	4	-1	1	9	4	-23	3	1.9	4	-2
CC1=C(C(=O)N2CCCC(N3CCN(c4cccc(Cl)c4)CC3)C2)OCCO1 (configuration not stated)	-5	5	-2	-5	-7	-2	1	-1.3	11	4
COc1ccc(Cc2nnc(N/N=C/c3ccc(N(C)C)cc3)[nH]c2=O)cc1OC	3	0	-5	-9	14	10	-2	-8.5	-3	-3

# (listing goes on)
SMILES,ASAP1 GAP inh,SMARCA2 activ,mABHD4 FP,NR1D1 modulator,rCAG RNA binder,HTRA1 inh,NPR2 activator,PG9 binder,ARFGAP1 inh,GC-A act
O=S(=O)(c1ccc(-c2ccon2)s1)N1CCN(CCN2CCOCC2)CC1,-2,0,8,-4,3,5,4,-0.3,0,3
COc1ccc(Nc2ccc([N+](=O)[O-])c3nonc23)c(OC)c1,-8,-2,6,4,2,1,-3,-13,7,-1
Cc1ccc(S(=O)(=O)N2CCN(C(=O)c3ccc(S(=O)(=O)N4CCCC4)cc3)CC2)cc1,-6,1,3,0,0,10,-8,-0.6,-16,-1
CCN(CC)CCNC(=O)COc1ccc(Cl)cc1Cl,-11,3,4,-5,-2,-5,1,-1.1,-9,3
CCc1cccc2c1Sc1ccccc1CC2N1CCNCC1 (configuration not stated),11,-3,21,4,13,2,-24,-1.7,9,-26
CC(=O)Nc1ccc(-c2ccnc3c2CC(C)(C(=O)NCc2ccc(N(C)C)cc2)O3)cc1 (configuration not stated),1,1,9,-7,4,.,1,-3.1,8,0
CN(C)CCCN1C(=O)c2cccc3c([N+](=O)[O-])ccc(c23)C1=O,7,4,0,-7,3,13,7,-1.3,2,1
CCOC(=O)C1Nc2c(cc(C(F)(F)F)cc2[N+](=O)[O-])C2c3ccccc3CC12 (configuration not stated),2,1,3,2,1,-14,3,-0.8,3,-5
CCC1N=C(SC)NC(C)=C1C(=O)c1ccccc1 (configuration not stated),1,-4,-4,6,1,-9,6,-1.2,1,6
CCCC(=O)N(Cc1cc(=O)[nH]c2ccccc12)c1ccccc1,2,-4,-9,0,-2,14,3,-0.6,4,-12
Cc1cccc(NC(=O)c2ccc3c(c2)C(=O)N(c2ccccn2)C3=O)c1C,-6,1,0,-1,-1,1,-2,-2.5,8,20
CCOC(=O)c1c(NC(=O)CSc2ncccn2)sc2c1CC(C)(C)NC2(C)C,11,-1,-2,-3,-7,-2,-4,-1.5,-2,0
Cc1ccc(Cl)cc1NC(=O)CCC(=O)O,-2,-1,1,-3,16,9,1,-1.1,11,1
COc1ccc(NC(=O)C(=O)c2cn(CC(=O)N3CCCC3)c3ccccc23)cc1OC,-3,-2,-6,-6,-2,-3,3,-0.7,0,2
CCOc1ccc(/C(CCC(=O)O)=N/NC(=O)c2cccc(S(=O)(=O)Nc3ccccc3OC)c2)cc1,11,-6,-10,-3,6,-16,3,-0.4,-17,-6
O=C(Nc1ccc(NC(=O)c2ccco2)cc1)c1ccco1,13,2,3,4,0,4,0,-2.2,13,-3
Cc1ccc(OC(=O)c2ccc(Br)o2)cc1,-17,2,2,3,2,-6,-1,0.1,4,3
Cc1nn(CC(=O)N(C)C)c(C)c1S(=O)(=O)N1CCOCC1,-11,-1,-2,-9,-1,4,0,0.1,-12,-1
CC(=O)N1c2ccc(S(=O)(=O)NCCc3ccc(S(N)(=O)=O)cc3)cc2CC1C (configuration not stated),-19,-2,1,-3,0,-3,4,0.8,3,5
O=C(N/N=C/C=C/c1ccccc1[N+](=O)[O-])c1cc(-c2ccccc2)n[nH]1,-7,-4,-25,3,9,-31,2,-1.5,7,6
CC1CC(C)CN(S(=O)(=O)N2CCCC(C(=O)NC(C)c3ccccc3)C2)C1 (configuration not stated),5,-5,-7,2,-6,2,1,-1.8,2,-1
CCOc1ccccc1N(CC(=O)NC1CCCC1)C(=O)CCCC(=O)Nc1ccccn1,7,1,1,-3,-5,1,3,1.4,6,-2
Cc1cccc(C)c1NC(=O)C1(C)CN(S(C)(=O)=O)CC(=O)N1Cc1ccco1 (configuration not stated),1,-1,-5,-4,2,.,5,-1.9,5,1
Cc1nc2c(ncn2-c2ccccc2)c(=O)n1NC(=O)CN1CCN(C)CC1,-4,0,2,-3,1,2,1,-0.8,13,0
CN1C(=S)SC(C)(C)C1/[N+]([O-])=C/c1cccnc1 (configuration not stated),2,6,-4,-4,1,5,5,-2.3,6,-3
COC(=O)C(C(=O)Nc1nc2ccccc2s1)C1CCCC1 (configuration not stated),7,1,-10,3,-1,-13,-11,-2.1,4,9
CN1CCCCCC1C(=O)N1CCC(N2CCC(C(=O)N3CCOCC3)CC2)CC1 (configuration not stated),-11,-1,-2,7,-1,0,1,-0.6,1,-1
Cc1nnc(SCC(=O)NC(=O)NCCC(C)C)s1,-8,1,0,0,-6,.,5,-1.1,5,4
CC(C)c1ccc(C2C(C(=O)c3ccco3)=C(O)C(=O)N2CC2CCCO2)cc1 (configuration not stated),-12,1,-1,2,3,-3,-1,7.2,2,-3
COC(=O)[C@]12C[C@H](CC(=O)NCC3CCCCC3)C(=O)N(CCC3=CCCCC3)C1=C[C@H](COCc1ccccc1)O[C@@H]2C,1,-1,1,-6,7,.,10,-0.3,2,-2
CCCCn1c(N)c(N(CC(C)C)C(=O)c2ccc(Br)o2)c(=O)[nH]c1=O,-5,0,-8,0,1,2,-5,-1.1,-2,0
CN1CCn2cnc(C(=O)Nc3ccc(CNC(=O)OC(C)(C)C)cc3)c2C1=O,1,2,-12,-9,0,1,-1,-0.5,2,-2
O=C(NC(=S)NC1CCSC1=O)c1ccccc1Cl (configuration not stated),-7,-6,-5,2,0,2,1,1.3,-1,3
Cc1cccc(N2N=C(C(=O)O)CCC2=O)c1,-8,0,-6,4,-2,-3,-4,-0.4,0,2
CC(C)C[C@H]1CN(CCCC[C@H]2CNC(=O)C(=O)N2CC2CCCCC2)C(=O)C(=O)N1CCc1ccc(O)cc1,-13,0,3,3,-1,.,1,0.8,1,3
CCC[C@H]1CC(=O)C=C(c2ccc(OC)cc2)ON1C(=O)OC(C)(C)C,1,-2,5,-5,2,-27,1,-3.2,3,-1
